BRCA1 expr act: activators of BRCA1 expression. MCF7-BRCA1-FFLuc reporter, luminescence, 48 h; response scale: scaled: vehicle 0%, 10 µM genistein 100%. Potency, µM (titrated, usually from 46.1 µM), without a hit: at the highest dose activation, actives largely listed as activators. 1.1% of 380,000 active. AID 624202; active means well fitted activation curve with a large enough effect; inconclusive means small, poorly fitted or top-dose-only effect; inactive means no such curve, though single readings can be large or run the other way; further: nearly all actives have a fitted effect of over 80% in size; some results filed as inactive show a strong effect at the top dose
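MCF7-BRCA1-FFLuc, 2000 cells/well; 2 h attach, 37 °C/5% CO2; compound 48 h; luciferase substrate 15 min; luminescence end-point. Norm. to genistein 10 microM max activation and DMSO; concentration-response curves fitted.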
* hit, by the source's call; ? = inconclusive; [ ] = remark or other dose. Potency means the concentration at half of the fitted maximal effect. A portion of the library; count on the stated rates, not on these rows.

The first six entries as a preview:
| BRCA1 expr act | structure |
| --- | --- |
| -68.7% | CCCOc1ccc(F)cc1-c1cc(C(=O)Nc2cc(OC)c(OC)c(OC)c2)[nH]n1 |
| 7.6% | CNc1cnc(-c2ccc(O)c(OC)c2)cn1 |
| -91.3%[inhibitor] | O=C1C=CC(=O)N1CCCCCCCCCCN1C(=O)C=CC1=O |
| ? | CC(=NNC(N)=S)c1ccc2cc3c(cc2c1)OCO3 |
| 3.6% | CCOc1ccc2c(S(=O)(=O)O)cccc2c1[N+](=O)[O-] |
| -22.2% | O=C(Nc1ccc(Cl)cc1)C1Cc2c(-c3ccc(Cl)cc3)ccnc2O1 (stereo unspecified) |

Results, from the start:
| BRCA1 expr act | structure |
| --- | --- |
| -68.7% | CCCOc1ccc(F)cc1-c1cc(C(=O)Nc2cc(OC)c(OC)c(OC)c2)[nH]n1 |
| 7.6% | CNc1cnc(-c2ccc(O)c(OC)c2)cn1 |
| -91.3%[inhibitor] | O=C1C=CC(=O)N1CCCCCCCCCCN1C(=O)C=CC1=O |
| ? | CC(=NNC(N)=S)c1ccc2cc3c(cc2c1)OCO3 |
| 3.6% | CCOc1ccc2c(S(=O)(=O)O)cccc2c1[N+](=O)[O-] |
| -22.2% | O=C(Nc1ccc(Cl)cc1)C1Cc2c(-c3ccc(Cl)cc3)ccnc2O1 (stereo unspecified) |
| -15.5% | CCc1ccccc1NC(=O)C1CCN(S(C)(=O)=O)CC1 |
| 0.0% | CC(O)(c1cccc(F)c1)c1nc(-c2cc(F)cc(F)c2)cs1 (stereo unspecified) |
| -24.5% | COc1ccc(Br)c(Cn2c(C)c(C(=O)NCc3ccc(F)cc3)sc2=O)c1 |
| -22.7% | CCOc1cccc(CN2CCC(Oc3ccc(C(=O)N4CCCC4)cc3)CC2)c1O |
| 66.6% | Cc1nc(N)sc1-c1ccccc1 |
| -2.7% | FC(F)(F)c1ccccc1Cc1c(C2CCCCC2)nc2ccc(Br)cn12 |
| ? | O=C(c1ccccc1)c1ccc(N2CCOCC2)cc1 |
| -6.5% | COc1ccc(CN(C)CCCn2cnc(C(=O)Nc3ccc(C)c(C)c3)n2)cc1OC |
| -4.2% | COC(=O)c1cc2c([nH]c1=O)CC(c1ccccc1)CC2=O (stereo unspecified) |
| -7.3% | CCOC(=O)C[C@H]1c2cc(F)ccc2S(=O)(=O)N1C1CCCCC1 |
| -53.4% | O=S(=O)(c1cccc(C(F)(F)F)c1)N1c2ccccc2-n2cccc2C1c1cccnc1 (stereo unspecified) |
| 1.9% | CC(O)(c1cccc(F)c1)c1nc(/C=C/c2ccccc2)cs1 (stereo unspecified) |
| -23.1% | O=c1[nH]c(=S)[nH]c2c1C(c1cccc(C(F)(F)F)c1)OC(CCc1ccccc1)C2 (stereo unspecified) |
| 43.9% | COc1ccc(CN(C)C(=O)c2cccc(S(=O)(=O)NCc3ccccc3)c2)cc1F |
| -10.6% | CN(CC(=O)Nc1ccc(Cl)c(Cl)c1)CC(=O)N1CCCCCC1 |
| -9.9% | CS(=O)(=O)N(CC(=O)N1CCc2ccccc2C1)c1ccc(Br)cc1 |
| -53.8% | O=CNc1cc(-c2ccsc2)cn2c(-c3ccccc3)cnc12 |
| 0.0% | Cc1ccc(S(=O)(=O)N2CCOCC2)cc1NC(=O)COC(=O)COc1ccc(C#N)cc1 |
| 1.1% | O=C(C[n+]1ccccc1Br)c1ccc(O)c(O)c1 |
| -0.7% | O=S1(=O)N[C@@H](Cc2ccccc2)COc2cc(N3CCC[C@@H]3CO)ccc21 |
| 13.4% | C=C1NN(Cc2ccccc2)C(=O)N1c1ccc(OC)cc1 |
| -36.1% | CC(=O)C1C(C)CC2C3CCC4CC(=O)CCC4(C)C3CCC21C (stereo unspecified) |
| 3.1% | CCC(=O)N1CCCC1(C)C(=O)Nc1ccc2scnc2c1 (stereo unspecified) |
| 0.0% | Cc1ccc(OCc2nnc(SCC(=O)N3CCc4ccccc43)n2C)cc1 |
| -37.4% | CCCCC[C@@H](C)N1C[C@H](COCc2ccccc2)Oc2cc(N3CC[C@@H](O)C3)ccc2S1(=O)=O |
| 6.9% | CC(C)=CCC[C@H](C)C[C@@H]1CC2=C(C(=O)OC(C)(C)O2)[C@H](c2ccc(Cl)cc2)O1 |
| -24.4% | CS(=O)(=O)N1Cc2cc(C(=O)NCC3CCCCC3)nc(-c3cccc(-c4cccnc4)c3)c2[C@H]1CCO |
| -89.7% | COc1cc(C=NO)nc(-c2ccccn2)c1 |
| 16.3% | O=C(N1CCOCC1)N1[C@H](COCc2ccccc2)C=CS1(=O)=O |
| -12.9% | C[C@H](NC(=O)c1ccco1)C(=O)Nc1nc(-c2ccccn2)cs1 |
| -14.0% | CCOC(=O)CN(c1sc(C)c(C)c1C(=O)OCC)S(=O)(=O)c1ccc(C)cc1 |
| 0.0% | Cc1cc2c(SCC(=O)Nc3cccc(O)c3)ncnc2s1 |
| -0.3% | CCCCCCCCCCCCN1[C@@H](CC(=O)OC)c2cc(F)ccc2S1(=O)=O |
| -8.8% | O=C(NNC(=O)c1ccc([N+](=O)[O-])cc1)c1ccc(F)cc1 |
| -17.9% | COC(=O)c1sccc1NC(=O)c1ccccc1Br |
| 38.7% | COc1cc(C(O)c2nc(-c3ccc4ccccc4c3)cs2)ccc1F (stereo unspecified) |
| 4.2% | COc1ccc([C@H]2N[C@]3(CCCN(Cc4ccco4)C3=O)[C@H]3C(=O)N(Cc4ccccc4)C(=O)[C@@H]23)cc1 |
| -25.9% | S=C1SCN(CCc2ccccc2)CN1CCc1ccccc1 |
| 8.4% | O=C1NC[C@H](CCCCN2CCN(CC3CCCCC3)C(=O)C2=O)N(CCC2CCCCC2)C1=O |
| -15.5% | COc1cc2c(NCCCCCO)ncnc2c(OC)c1OC |
| 15.6% | CCNC(=O)C1(C)CCN(Cc2ccc(-c3ccccc3)cc2)C1 (stereo unspecified) |
| -70.3% | OC[C@@H]1CN(Cc2ccc(-c3ccccc3)cc2)C[C@H](n2cnc3c(NCc4ccc(F)cc4)ncnc32)O1 |
| 45.8% | CCOC(=O)C1(C)CCN1C(=O)c1ccc2ccccc2c1 (stereo unspecified) |
| 12.5% | CCCS(=O)(=O)NC(=O)C1(C)CCCN(C(=O)c2cc(C)nn2C(C)(C)C)C1 (stereo unspecified) |
| -5.8% | CC(=O)Nc1cc(-c2ccc(S(C)(=O)=O)cc2)cn2c(-c3ccc(F)c(Cl)c3)cnc12 |
| -11.4% | CCCNC(=O)C1(C)CCCN(Cc2csc3ccccc23)C1 (stereo unspecified) |
| -16.9% | CCc1nc2c(OCCC3CCCCC3)cccn2c1N(C)C(=O)CC(C)C |
| 2.1% | O=C(O)CN1C(=O)/C(=C\c2ccccc2OCc2ccccc2)SC1=S |
| 20.7% | O=C(Nc1ccc2c(c1)OCCO2)C(c1cc2ccccc2o1)N1CCN(c2ccc(C(F)(F)F)cn2)CC1 (stereo unspecified) |
| 94.3% | O=C(NNC(=O)c1cccc2ccccc12)c1ccc(Cl)cc1 |
| -5.7% | COc1ccc(NC(=O)C2(C)Cc3c(-c4ccc(NC(C)=O)cc4)ccnc3O2)cn1 (stereo unspecified) |
| 25.6% | O=C(Nc1cccc(Cl)c1)c1ccc2sc([C@H]3C[C@H](O)[C@@H](CO)O3)nc2c1 |
| 10.2% | CN(C)c1ccc(-c2csc(C(O)c3cccc(Cl)c3)n2)cc1 (stereo unspecified) |
| 85.4% | CCCc1nc2c(C)cc(Br)cn2c1Cc1ccc(C)cc1 |

Other results
| BRCA1 expr act | structure |
| --- | --- |
| -17.7% | OC(c1ccccc1)(c1nc(-c2cccc(F)c2)cs1)C(F)(F)F (stereo unspecified) |
| -5.1% | Cc1ccc(NC(=O)c2oc3ccc(Br)cc3c2C)cc1S(=O)(=O)N1CCOCC1 |
| -13.7% | COc1ccccc1-c1csc(C(C)(O)c2cccc(F)c2)n1 (stereo unspecified) |
| 6.8% | O=C(Nc1ccccc1)C1Cc2c(-c3ccc4c(c3)OCO4)ccnc2O1 (stereo unspecified) |
| -15.1% | Cc1ccc(S(=O)(=O)N2CC[C@H]3[C@@H](C2)C(=O)C[C@@H](c2ccccc2)N3S(=O)(=O)c2ccc(C)cc2)cc1 |
| -48.2% | CC(=O)NC(CC(C)C)C(=O)NC(Cc1ccccc1)C(=O)CCl (stereo unspecified) |
| 9.5% | CCOC1=C2[C@@H](CN(S(=O)(=O)c3ccc(C)cc3)[C@H]2c2ccccc2)[C@H]2C(=O)N(Cc3ccccc3)C(=O)[C@H]2C1 |
| -57.3% | CN(C)CCOC1c2ccccc2CCc2ccc3ccccc3c21 (stereo unspecified) |
| -27.4% | Cn1c(=O)c2[nH]c(NN=Cc3cccc(Br)c3)nc2n(C)c1=O |
| 3.6% | Cc1cc(C)cc(NC(=O)C2COc3ccccc3O2)c1 (stereo unspecified) |
| -6.1% | COCCCn1c(SCC(=O)c2c(N)n(C3CC3)c(=O)[nH]c2=O)nnc1-c1ccccc1Cl |
| 8.3% | C[C@H](CO)N1C[C@H](C)[C@@H](CN(C)Cc2ccccc2)OCc2cnnn2CCCC1=O |
| -7.7% | O=[N+]([O-])c1cccc(COc2ccccc2CO)c1 |
| -48.1% | CC(C)C[C@@H](CN1CCCC1CN1C(=S)NC[C@@H]1Cc1ccc(O)cc1)N1C[C@H](Cc2ccccc2)N(CC2CCCCC2)C1=S (stereo partly specified) |
| -11.2% | COc1ccc(-c2nc(S(=O)(=O)c3ccccc3)c(N3CCCC3)o2)cc1 |
| -18.0% | CC(=O)c1cccc(NC(=O)c2ccc([N+](=O)[O-])o2)c1 |
| -10.3% | C[C@H](O)[C@@H]1CN2CCc3c([nH]c4ccccc34)[C@@H]2C[C@@H]1N(C)C(=O)Nc1ccccc1 |
| -33.9% | O=C(Nc1ccc2c(c1)OCO2)c1cc(C2CCCCN2C(=O)CCCc2ccccc2)on1 (stereo unspecified) |
| -84.8%[inhibitor] | CCN1CCC(O)(/C=C/c2ccc(C(C)C)cc2)C(C(=O)/C=C/c2ccc(C(C)C)cc2)C1 (stereo unspecified) |
| 14.6% | O=S1(=O)C[C@H](N2CCOCC2)[C@@H](COCc2ccccc2)N1 |
| 6.7% | Cn1c(=O)c2nc(SCc3ccccc3)n(C)c2n(C)c1=O |
| 10.4% | C#CCOCCOCCOCCNc1nc(N2CCN(C(=O)[C@H]([C@@H](C)CC)n3cc(CCC(=O)O)nn3)CC2)nc(N2CCN(C(=O)[C@H](CCCCN)n3cc(CCC(=O)O)nn3)CC2)n1 |
| -2.7% | CCn1c(SCC(=O)NC2CC2)nnc1-c1ccccc1 |
| 4.8% | C[C@@H]1CN(S(=O)C(C)(C)C)[C@H](CCO)/C1=C\CCO (stereo partly specified) |
| 13.4% | O=C(NCC(c1cccs1)N1CCOCC1)c1cc(S(=O)(=O)N2CCOCC2)ccc1Cl (stereo unspecified) |
| 12.2% | CCOC(=O)c1ccc(S(=O)(=O)N2CCN(C3CC(=O)N(c4ccc(OC)cc4)C3=O)CC2)cc1 (stereo unspecified) |
| -10.8% | CCc1cccc(NC(=O)COC(=O)C2COc3ccccc3O2)c1 (stereo unspecified) |
| ? | O=C(O)c1ccc2cc(-c3ccccc3)[nH]c2c1 |
| 1.6% | CCOC(=O)c1sc(N2C(=O)C(O)=C(C(=O)c3ccco3)C2c2ccc([N+](=O)[O-])cc2)nc1C (stereo unspecified) |
| -88.7% | COC(=O)c1c[nH]c2c1-c1cc(C(=O)OCc3ccccc3)n(S(=O)(=O)c3ccc(C)cc3)c1C(=O)C2=O |
| -7.8% | C#CCNC(=O)[C@H](Cc1ccc(C(=O)c2ccccc2)cc1)NC(=O)OC(C)(C)C |
| 2.6% | Cc1ccc(-c2cnc3c(c2)C(=O)N([C@H](C)CO)C[C@@H](C)[C@@H](CN(C)C(=O)Cc2ccccc2)O3)cc1 |
| 9.4% | COc1ccc2sc3cccc(NCCN(C)C)c3c(=O)c2c1 |
| 7.9% | CC1OC(C(C)(C)C)Cc2[nH][nH]c(=O)c21 (stereo unspecified) |
| -20.3% | CC1(C(=O)Nc2ccc3[nH]ncc3c2)CCN1C(=O)C1(c2ccccc2)CC1 (stereo unspecified) |
| 0.0% | Cc1ccc2nc(-c3ccccn3)c(N)n2c1 |
| 0.0% | COc1cccc(-c2cnc3c(NC(C)=O)cc(-c4ccncc4)cn23)c1 |
| -67.7% | O=C(c1ccoc1)N1CCN(c2cc(-c3cccnc3)nc3cc(-c4cccc(Cl)c4)nn23)CC1 |
| 8.2% | Cc1ccc(NC(=S)NNc2ccc(C(=O)O)cc2[N+](=O)[O-])cc1C |
| -78.3% | COc1ccc(-c2nc3c(=O)n(C)c(=O)nc-3n(C)n2)cc1 |
| 8.5% | CCOC(=O)C1CCCN(C(=O)c2cc(F)cc(F)c2)CC1 (stereo unspecified) |
| -98.0%[inhibitor] | O=C1C(=O)c2c(ccc3ccccc23)-c2ccccc21 |
| 21.5% | CC[C@@H]1CC2=C(C(=O)OC(C)(C)O2)[C@@H](CC)O1 |
| -32.6% | COc1ccc([C@H]2/C=C\CN(S(=O)(=O)c3ccc4ccccc4c3)[C@@H](C)C(=O)N2Cc2ccc(F)cc2)cc1 |
| 13.2% | COc1ccc(CCNC(=O)Nc2ccc3c(c2)c(=O)n(C)n3C)cc1OC |
| 0.0% | COCCn1c(=S)[nH]c2cc(C(=O)N3CCN(Cc4ccccc4)CC3)ccc2c1=O |
| 5.6% | Cn1c(=O)c2cc(NC(=S)NC3CCCCC3)ccc2n1C/C=C/c1ccccc1 |
| -31.1% | O=C(Cc1ccc(NC(=O)C2CCCN(C(=O)CCc3ccccc3)C2)cc1)Nc1cccc(C(=O)N2CCCC2)c1 (stereo unspecified) |

2 neighbouring entries already listed, for reference:
| BRCA1 expr act | structure |
| --- | --- |
| -7.8% | C#CCNC(=O)[C@H](Cc1ccc(C(=O)c2ccccc2)cc1)NC(=O)OC(C)(C)C |
| 2.6% | Cc1ccc(-c2cnc3c(c2)C(=O)N([C@H](C)CO)C[C@@H](C)[C@@H](CN(C)C(=O)Cc2ccccc2)O3)cc1 |
